# GDH-TPI inh: GDH-TPI coupled enzyme inhibition counter-screen; AID 588335; GDH-TPI coupled enzyme counterscreen, NADH absorbance; 1.2% of 360,000 active; inhibition, % at 4.8 µM; in the data active = inhibition above about 30%;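 note: 0% = DMSO wells and 100% = wells lacking the enzyme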
# SARS 3CLpro inh: SARS-CoV 3CLpro protease inhibition; 0.14% of 290,000 active; inhibition, % at 6 µM; P0C6X7; recombinant SARS-CoV 3CLpro, quenched FRET peptide cleavage; in the data active = inhibition above about 12%
# FBA Mtb inh: inhibits M. tuberculosis FBA enzyme; purified M. tuberculosis FBA, fluorescence read-out; inhibition, % at 1 µM; AID 588726; 2.3% of 360,000 active; in the data active = inhibition above about 27%;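 note: 0% = vehicle and 100% = reference inhibitor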
# Target sequence (P9WQA3 whole entry, looked up): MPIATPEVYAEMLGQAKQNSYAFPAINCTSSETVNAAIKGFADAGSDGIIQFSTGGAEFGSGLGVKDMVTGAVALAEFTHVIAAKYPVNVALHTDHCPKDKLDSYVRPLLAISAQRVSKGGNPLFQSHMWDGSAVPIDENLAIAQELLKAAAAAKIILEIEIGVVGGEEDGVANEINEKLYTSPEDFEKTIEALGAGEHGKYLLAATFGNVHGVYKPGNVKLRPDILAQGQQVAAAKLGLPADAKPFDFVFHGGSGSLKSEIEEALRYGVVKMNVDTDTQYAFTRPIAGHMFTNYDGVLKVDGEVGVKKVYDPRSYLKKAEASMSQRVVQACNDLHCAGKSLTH
# Vc quorum ag: inducers of Vibrio cholerae quorum light production without autoinducers | 0.16% of 350,000 active | activation, % at 18.7 µM | V. cholerae BH1578 lux reporter, luminescence, 6 h; in the data active = activation mostly above about 9.7%, no sharp cut-off; note: not every result past the cut was called active; inactives centre near 0; reference of the scale not given here
# Rv3671c inh: inhibitors of M. tuberculosis serine protease Rv3671c; 0.048% of 320,000 active; P9WHR9; inhibition, % at 5.96 µM; in the data active = inhibition above about 38%;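 note: extracellular domain of Rv3671c used as enzyme; 0% = enzyme with DMSO and 100% = no enzyme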
# Target sequence (P9WHR9 whole entry, looked up, the tested form may be a part): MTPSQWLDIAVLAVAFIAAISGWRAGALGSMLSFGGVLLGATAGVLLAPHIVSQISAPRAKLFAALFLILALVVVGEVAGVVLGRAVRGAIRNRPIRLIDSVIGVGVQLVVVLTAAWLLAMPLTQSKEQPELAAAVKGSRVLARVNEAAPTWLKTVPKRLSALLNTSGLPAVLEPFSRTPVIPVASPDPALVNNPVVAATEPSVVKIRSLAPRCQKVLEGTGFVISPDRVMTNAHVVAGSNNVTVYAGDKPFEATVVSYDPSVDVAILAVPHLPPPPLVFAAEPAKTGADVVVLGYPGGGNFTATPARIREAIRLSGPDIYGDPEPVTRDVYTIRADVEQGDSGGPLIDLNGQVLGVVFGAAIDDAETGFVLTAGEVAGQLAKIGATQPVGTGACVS
# VHR inh abs: inhibitors of human VHR1 phosphatase (DUSP3); P51452; recombinant VHR phosphatase, pNPP absorbance; inhibition, % at 13.3 µM; 0.52% of 290,000 active; in the data active = inhibition above about 50%; note: some compounds called inactive have numbers as strong as hits
# Target sequence (P51452 whole entry, looked up): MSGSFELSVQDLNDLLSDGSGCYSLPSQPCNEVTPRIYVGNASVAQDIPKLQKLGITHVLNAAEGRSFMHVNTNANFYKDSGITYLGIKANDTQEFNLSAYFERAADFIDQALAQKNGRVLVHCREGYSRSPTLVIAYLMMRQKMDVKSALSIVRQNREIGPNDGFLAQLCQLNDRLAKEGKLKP
# UGM FP inh: blocks M. tuberculosis UGM enzyme; P9WIQ1; purified UGM, fluorescence polarization probe displacement; 0.06% of 320,000 active; inhibition, % at 10 µM; in the data active = inhibition above about 10%, passing the limit was not always enough
# Mtb BioA inh: inhibitors of Mycobacterium tuberculosis BioA enzyme | inhibition, % at 9.99 µM | purified M. tuberculosis BioA enzyme, plate reader | 0.096% of 360,000 active; in the data active = inhibition above about 40%
# SSB-PriA inh: blocks PriA binding to SSB C-terminal tail | AlphaScreen SSBct-PriA binding, biotinylated peptide | inhibition, % at 33 µM | 0.6% of 430,000 active | AID 1272365; in the data active = inhibition mostly above about 37%, no sharp cut-off; inactive = mostly below about 20%;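 note: plate controls were negative control peptide for no effect and reference peptide for full effect; strong numbers were not always called active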
# MazEF act: activators of E. coli MazEF toxin-antitoxin RNase; P0AE70; FAM/BHQ RNA-DNA oligo cleavage fluorescence, 5 h; activation, % at 20 µM; 0.32% of 350,000 active; in the data active = activation above about 50%
# Target sequence (P0AE70 whole entry, looked up): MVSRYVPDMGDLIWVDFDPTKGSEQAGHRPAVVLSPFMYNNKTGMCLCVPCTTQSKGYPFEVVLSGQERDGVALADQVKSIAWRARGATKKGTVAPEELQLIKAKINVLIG
# * hit, by the source's call; i = inactive; · = no result given; & = joins results of further samples. The list is partial. The share of hits here may be higher or lower than overall.
# Every second line gives: GDH-TPI inh	SARS 3CLpro inh	FBA Mtb inh	Vc quorum ag	Rv3671c inh	VHR inh abs	UGM FP inh	Mtb BioA inh	SSB-PriA inh	MazEF act
(1) Cc1cc(S(=O)(=O)Nc2cccc(Cl)c2)c(C)s1
 : 4	5	0	0.3	2	-9	-2.1	·	-26	3
(2) CN(C)S(=O)(=O)c1cccc(NC(=O)COC(=O)/C=C/c2ccc([N+](=O)[O-])cc2)c1
 : 2	-1	0	-2.9	5	2	0.0	·	-10	7
(3) COc1ccc(C(CC(=O)Nc2ncccc2C)N2Cc3ccccc3C2=O)cc1 (centres undefined)
 : 3	-12	-1	i	1	83	-1.1	1.7	-8	1
(4) Nc1ncc(Br)cc1S(=O)(=O)NCCc1ccccc1
 : 11	-1	2	-0.2	-4	-20	-1.5	-1.9	-24	3
(5) CCC1([N+](=O)[O-])COC(c2ccc(OC)cc2)OC1 (centres undefined)
 : 4	·	4	-0.8	·	·	·	-0.9	-4	4
(6) COc1ccc(C)cc1NC(=O)c1ccc([N+](=O)[O-])cc1[N+](=O)[O-]
 : -9	4	3	0.8	5	20	0.2	1.1	-2	2
(7) CC1(C)CC(=O)C(C(c2cc([N+](=O)[O-])ccc2Cl)C2C(=O)CC(C)(C)CC2=O)C(=O)C1
 : -3	·	-1	-0.4	1	·	-1.3	-0.4	-11	0
(8) CN1CCN(c2nc3c(c(=O)n(C)c(=O)n3C)n2CCSc2nnnn2-c2ccccc2)CC1
 : 2	-2	1	-0.1	3	31	-3.0	·	-8	2
(9) CNC(=S)N1CCC(c2nc3ccccc3s2)CC1
 : -1	-3	1	i	3	17	2.8	·	-4	2
(10) CC(C)(C)c1ccc(/C=N/Nc2cccc(C(=O)O)c2)cc1
 : 2	7	-2	-0.3	-3	3	1.3	·	·	-2
(11) O=C(COc1ccc(Br)cc1Br)NN1C(=O)c2ccccc2C1=O
 : -5	·	1	i	5	·	-0.6	5.7	5	-2
(12) CCC(=O)Nc1cccc(C(=O)Nc2nccs2)c1
 : 2	-4	1	-2.4	3	25	-1.6	-2.7	-8	-2
(13) CCCN(CCC)CCCNC(=O)Cn1cnc2sc(C)c(S(=O)(=O)N3CCCCC3)c2c1=O
 : 7	2	1	i	4	12	1.0	-2.9	4	-37
(14) O=[N+]([O-])C(=C1Nc2ccccc2N1)/C(Cl)=C(/Cl)Br
 : 12	-1	6	-0.3	-5	-14	-0.9	-1.9	7	2
(15) CCN1CCN(c2nc3c(c(=O)[nH]2)CCCC3)CC1
 : 4	-8	2	-0.4	-17	15	-0.2	·	-6	3
(16) CC(C)OC(=O)N(C)C[C@@H]1OCc2cnnn2CCCC(=O)N([C@H](C)CO)C[C@@H]1C
 : -1	·	-3	-0.5	·	·	·	-1.0	·	4
(17) O=C(CSc1nc2ccccc2s1)Nc1ccc(Cl)c(S(=O)(=O)N2CCOCC2)c1
 : 10	1	0	-0.4	-43	26	-2.8	·	-14	-6
(18) O=C(OCC(=O)N1CCCC1)c1ccc(S(=O)(=O)N2CCOCC2)cc1
 : -7	3	1	-0.4	-11	17	-3.4	2.2	2	0
(19) O=C(Nc1cccn2ncnc12)c1ccc(Cl)cc1Cl
 : 8	-6	2	i	-3	20	0.6	-0.4	-11	5
(20) COc1ccc(-c2noc(-c3ccccc3-c3ccccc3)n2)cc1OC
 : 10	-6	7	0.6	-35	14	-0.5	-4.2	-11	-18

# (listing goes on)
# Every second line gives: GDH-TPI inh	SARS 3CLpro inh	FBA Mtb inh	Vc quorum ag	Rv3671c inh	VHR inh abs	UGM FP inh	Mtb BioA inh	SSB-PriA inh	MazEF act
(21) COc1ccc(-c2nnc(SCCC(=O)O)n2-c2ccccc2)cc1
 : -8	5	2	-0.4	-1	11	-1.2	·	-8	0
(22) Cc1ccc2nc(C)cc(Cl)c2c1
 : -1	2	-1	-0.9	-2	22	1.7	·	2	4
(23) CCC(c1nnnn1CCOC)N1CCN(C(=O)c2ccco2)CC1 (centres undefined)
 : 3	4	2	0.6	-2	14	1.2	2.4	1	-3
(24) CCOc1cc2c(cc1OCC)-n1cccc1C(c1cccc([N+](=O)[O-])c1)NC2 (centres undefined)
 : -9	-4	2	-0.6	-15	10	-1.7	-0.6	23	5
(25) CC(C)[C@H](NC(=O)c1ccccc1Cl)C(=O)OCc1cc(=O)n2cc(Br)ccc2n1
 : 3	-1	-1	i	-3	27	-1.7	·	-2	4
(26) COc1ccc(-n2c(SC3CCOC3=O)nc3ccccc32)cc1 (centres undefined)
 : 8	4	3	3.0	-8	17	-1.5	0.2	-8	2
(27) Cc1cc(C(=O)N/N=C/c2cc(Cl)cc([N+](=O)[O-])c2O)c2ccccc2n1
 : 11	-2	-5	-0.2	24	1	3.8	2.1	·	5
(28) Cc1ccc(-n2ncc3c(N4CCCC4)ncnc32)c(C)c1
 : 9	0	2	-0.4	-3	3	-0.3	5.0	-5	9
(29) CCSc1nnc(NC(=O)C(CC)Oc2ccccc2)s1 (centres undefined)
 : 11	-1	2	i	-4	5	3.1	·	3	-1
(30) COC(=O)c1ccccc1NC(=O)CN(Cc1ccc(Cl)cc1)S(C)(=O)=O
 : -4	0	0	i	7	14	·	-0.8	-14	-24
(31) COc1ccccc1-n1cc(CN2CCN(C3CCCCC3)C(CCO)C2)cn1 (centres undefined)
 : -4	1	-2	-0.1	1	36	-1.6	·	-1	3
(32) Cc1ccc(S(=O)(=O)CCC(=O)OCC(=O)Nc2cc(F)ccc2C)cc1
 : 6	·	2	-1.7	-1	·	5.7	-3.2	16	-10
(33) CCCNC(=O)c1ccc(Cn2cc(-c3ccc(OC)cc3)nc2C(C)N)cc1 (centres undefined)
 : 8	·	7	-0.6	6	·	-0.2	-1.7	10	7
(34) Cc1cc(OCC(=O)NNC(=O)c2cccnc2)cc(C)c1Cl
 : 5	-1	2	-0.1	·	-6	-0.3	-0.4	11	-25
(35) NC(=O)CN1C(=O)NC(c2ccccc2)(c2ccccc2)C1=O
 : 1	0	-2	-1.8	3	30	-1.2	-2.1	-15	9
(36) Cc1ccc(NC(=S)C2=C(O)c3sccc3N(C)S2(=O)=O)cc1
 : 23	-3	4	i	0	0	0.1	-1.3	-10	-1
(37) COc1ccc(CCNC(=O)CN(C)S(=O)(=O)c2cccc3nsnc23)cc1OC
 : 5	3	-5	-0.3	-17	3	1.7	-0.7	-18	-9
(38) Cc1ccc(-n2[nH]c(C)c(/C=N/N3C(=O)c4cccc5cccc(c45)C3=O)c2=O)cc1
 : 18	6	1	-0.5	-11	21	-1.1	0.2	·	-1
(39) O=C(Nc1cccc(-n2cnnn2)c1)c1cc(Cl)nc(Cl)c1
 : 5	6	-1	-0.6	-12	10	0.6	1.0	4	18
(40) Cc1ccc(Cn2c(/C=C/c3ccco3)nc3ccccc32)cc1
 : 14	2	21	-0.4	0	-13	-0.2	·	-11&-2	-15

# Additional compounds follow.
# Every second line gives: GDH-TPI inh	SARS 3CLpro inh	FBA Mtb inh	Vc quorum ag	Rv3671c inh	VHR inh abs	UGM FP inh	Mtb BioA inh	SSB-PriA inh	MazEF act
(41) COC(=O)C1=C(C)N=C2SCCC(=O)N2C1/C=C/c1ccccc1 (centres undefined)
 : 13	3	-1	i	1	-1	1.7	0.5	3	4
(42) CCOC(=O)c1cc(-c2ccccc2)nn1Cc1cc(CC)no1
 : 1	·	2	i	6	·	3.0	-3.7	-31	-2
(43) C=CCN(CC=C)C(=O)Cn1cnc([N+](=O)[O-])n1
 : 4	2	-7	0.7	1	-20	1.2	-3.7	-10	4
(44) COC(=O)CCCNC(=O)CN1CC(c2ccccc2)CC1=O (centres undefined)
 : -10	-3	-2	i	1	0	-1.2	0.0	-15	-2
(45) CCc1nccn1S(=O)(=O)c1ccc(Br)cc1Br
 : -1	-6	-1	-0.4	4	22	0.1	-1.4	-15	-1
(46) Cn1cc(C(=O)NCc2ccccc2F)cn1
 : 3	5	5	-0.2	-10	4	-0.2	-4.8	1	7
(47) Cc1ccc(-c2nn3c(-c4ccccc4)nnc3o2)cc1
 : 14	·	3	-0.7	·	·	·	-0.5	·	13
(48) Cc1ccc2[nH]c(C(=O)O)c(NC(=O)CN3CCN(c4cccc(C)c4C)CC3)c2c1
 : 7	7	0	-4.5	5	40	0.1	1.2	14	-3
(49) CCCOc1ccc(NC(=O)Cc2ccc(S(=O)(=O)N3CCOCC3)s2)cc1OCCC
 : -4	·	-3	-0.7	0	·	0.7	0.1	9	-3
(50) CCOC(=O)c1cc2c(nc1N)CC(C)(CC)OC2 (centres undefined)
 : 14	-2	112*	4.2	6	19	1.3	0.1	-12	-3
(51) O=S(=O)(c1ccc(Br)cc1)N1CCC2(CC1)OCCO2
 : -1	1	1	i	-2	28	0.8	1.4	-15	1
(52) CCCCn1c(N)c(N(CCOC)C(=O)COC(=O)c2cc(CC)c(C)s2)c(=O)[nH]c1=O
 : 2	·	3	-0.8	1	·	1.5	-6.2	3	-8
(53) N#CCCN(C(=O)COC(=O)CCc1nc2ccccc2c(=O)[nH]1)c1ccccc1F
 : -3	·	-1	-0.8	-2	·	0.2	0.7	0	-4
(54) Cc1ccc(S(=O)(=O)n2ccc3cccnc32)cc1
 : -8	0	-2	-0.3	-10	26	3.1	-1.1	-14	8
(55) C=CCn1c(C#N)c(N)sc1=N
 : -5	6	6	i	1	19	-0.5	0.1	-13	-48

# Some of the entries above in a different format:
cpd | mol | GDH-TPI inh | SARS 3CLpro inh | FBA Mtb inh | Vc quorum ag | Rv3671c inh | VHR inh abs | UGM FP inh | Mtb BioA inh | SSB-PriA inh | MazEF act
40 | Cc1ccc(Cn2c(/C=C/c3ccco3)nc3ccccc32)cc1 | 14 | 2 | 21 | -0.4 | 0 | -13 | -0.2 | · | -11&-2 | -15
41 | COC(=O)C1=C(C)N=C2SCCC(=O)N2C1/C=C/c1ccccc1 (centres undefined) | 13 | 3 | -1 | i | 1 | -1 | 1.7 | 0.5 | 3 | 4
42 | CCOC(=O)c1cc(-c2ccccc2)nn1Cc1cc(CC)no1 | 1 | · | 2 | i | 6 | · | 3.0 | -3.7 | -31 | -2
43 | C=CCN(CC=C)C(=O)Cn1cnc([N+](=O)[O-])n1 | 4 | 2 | -7 | 0.7 | 1 | -20 | 1.2 | -3.7 | -10 | 4
44 | COC(=O)CCCNC(=O)CN1CC(c2ccccc2)CC1=O (centres undefined) | -10 | -3 | -2 | i | 1 | 0 | -1.2 | 0.0 | -15 | -2
45 | CCc1nccn1S(=O)(=O)c1ccc(Br)cc1Br | -1 | -6 | -1 | -0.4 | 4 | 22 | 0.1 | -1.4 | -15 | -1
46 | Cn1cc(C(=O)NCc2ccccc2F)cn1 | 3 | 5 | 5 | -0.2 | -10 | 4 | -0.2 | -4.8 | 1 | 7
47 | Cc1ccc(-c2nn3c(-c4ccccc4)nnc3o2)cc1 | 14 | · | 3 | -0.7 | · | · | · | -0.5 | · | 13
48 | Cc1ccc2[nH]c(C(=O)O)c(NC(=O)CN3CCN(c4cccc(C)c4C)CC3)c2c1 | 7 | 7 | 0 | -4.5 | 5 | 40 | 0.1 | 1.2 | 14 | -3
49 | CCCOc1ccc(NC(=O)Cc2ccc(S(=O)(=O)N3CCOCC3)s2)cc1OCCC | -4 | · | -3 | -0.7 | 0 | · | 0.7 | 0.1 | 9 | -3
50 | CCOC(=O)c1cc2c(nc1N)CC(C)(CC)OC2 (centres undefined) | 14 | -2 | 112* | 4.2 | 6 | 19 | 1.3 | 0.1 | -12 | -3
51 | O=S(=O)(c1ccc(Br)cc1)N1CCC2(CC1)OCCO2 | -1 | 1 | 1 | i | -2 | 28 | 0.8 | 1.4 | -15 | 1
52 | CCCCn1c(N)c(N(CCOC)C(=O)COC(=O)c2cc(CC)c(C)s2)c(=O)[nH]c1=O | 2 | · | 3 | -0.8 | 1 | · | 1.5 | -6.2 | 3 | -8
53 | N#CCCN(C(=O)COC(=O)CCc1nc2ccccc2c(=O)[nH]1)c1ccccc1F | -3 | · | -1 | -0.8 | -2 | · | 0.2 | 0.7 | 0 | -4
54 | Cc1ccc(S(=O)(=O)n2ccc3cccnc32)cc1 | -8 | 0 | -2 | -0.3 | -10 | 26 | 3.1 | -1.1 | -14 | 8
